From PubChem
LMPTP block: LMPTP phosphatase inhibitors, primary screen, biochemical, fluorescence intensity, uHTS; recombinant LMPTP-A, OMFP fluorogenic substrate; Low molecular weight phosphotyrosine protein phosphatase (Homo sapiens), P24666; 360,000 tested, 0.22% active; AID 651560, 2012; inhibition, % at 20 µM;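 active = compounds that cut the enzyme signal by at least half of the control window in the single-dose screen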;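 also: plate controls were DMSO wells with enzyme plus substrate for no effect and substrate without enzyme for full effect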
Target sequence (P24666 whole entry, looked up): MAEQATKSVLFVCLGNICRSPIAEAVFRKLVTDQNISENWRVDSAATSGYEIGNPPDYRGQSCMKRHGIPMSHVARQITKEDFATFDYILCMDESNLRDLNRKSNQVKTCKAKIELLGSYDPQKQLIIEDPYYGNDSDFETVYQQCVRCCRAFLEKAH
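Test system – LMPTP-A enzyme · Amount – LMPTP-A at 0.625 nM final in the reaction · Buffer or medium – Bis-Tris pH 6.0, DTT, detergent · Reagent – OMFP 400 µM · Doses – single 20 µM dose · Schedule – reaction 50 min, room temperature, dark · Detection – fluorescence intensity of OMFP turnover product · Evaluation – percent inhibition versus substrate-only and uninhibited controls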
Tb MetRS inh: T. brucei MetRS inhibitors, primary screen, biochemical, luminescence | methionyl-tRNA synthetase (Trypanosoma brucei brucei) | inhibition, % at 11.9 µM | AID 624268, 2012 | purified T. brucei MetRS, ATP depletion, Kinase-Glo luminescence | 360,000 tested, 0.4% active;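 active = inhibition above a per-plate cutoff of the control wells' mean inhibition plus 3 SD, cut at about 5.5% in these data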;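 also: 0% = DMSO wells median and 100% = median of wells with control inhibitor compound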
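assay system = parasite MetRS enzyme | timing = 15 min preincubation, 2 h reaction, all 25 °C | evaluation = percent inhibition relative to median high and low control wells | medium = HEPES buffer containing pyrophosphatase, BSA, spermine, DTT | compound = single dose, 11.9 µM final nominal, 0.9% final DMSO | detection = Kinase-Glo luminescence, ATP depletion format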
SUMO1-SIM PPI: modulators of SUMO1 protein-protein interactions, primary screen, biochemical, uHTS; Small ubiquitin-related modifier 1 (Homo sapiens), P63165; 360,000 tested, 0.33% active; SUMO1 binding to a labelled peptide, TR-FRET, 1 h; inhibition, % at 20 µM; AID 602429, 2012; in the data active = inhibition above about 37%
Target sequence (P63165 whole entry, looked up): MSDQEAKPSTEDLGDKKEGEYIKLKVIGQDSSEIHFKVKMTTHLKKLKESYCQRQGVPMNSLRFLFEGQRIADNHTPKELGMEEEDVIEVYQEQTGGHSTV
Scp1 inh: Scp-1 phosphatase inhibitors, primary screen, biochemical, colorimetric, uHTS; Carboxy-terminal domain RNA polymerase II polypeptide A small phosphatase 1 (Homo …; 340,000 tested, 0.88% active; Recombinant Scp1, phosphopeptide, malachite green phosphate absorbance; inhibition, % at 20 µM; AID 493091, 2011;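 active = inhibition above about 50% at 20 µM, limit read from the data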;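 also: plate controls were DMSO wells with enzyme for no effect and wells lacking enzyme for full effect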
Target sequence (Q9GZU7 76-261 limits assumed): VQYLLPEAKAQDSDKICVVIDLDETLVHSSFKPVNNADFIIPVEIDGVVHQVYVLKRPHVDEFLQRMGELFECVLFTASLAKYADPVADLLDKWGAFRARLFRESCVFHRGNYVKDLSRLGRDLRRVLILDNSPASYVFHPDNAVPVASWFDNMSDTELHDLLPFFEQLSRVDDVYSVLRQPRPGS
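Test system: SCP-1 phosphatase catalytic domain, residues 76-261; measured by: colorimetric phosphate reagent with accelerator and stabiliser, absorbance at 630 nm; timing: enzyme reaction 45 min at room temperature, colour 5 min, stabilisation 30 min; also added: Phosphorylated 17-residue peptide substrate; compound dosing: one concentration, 20 µM, with 1.0% DMSO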
CSN inh: inhibitors of CSN-mediated cullin deneddylation, primary screen, biochemical, fluorescence polarization, uHTS; COP9 signalosome complex subunit 5 (Homo sapiens), Q92905; Purified CSN, SCF-Nedd8-OG deneddylation; inhibition, % at 12.5 µM; 360,000 tested, 0.38% active; AID 651999, 2013;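 active = pattern-corrected inhibition above about 35%, with an unprinted fluorescence ratio check between 0.5 and 1.5, limit read from the data, passing the limit was not always enough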;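 also: 0% = enzyme with substrate and 100% = substrate without enzyme; some results filed as inactive read as strong as hits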
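Assay system: purified human Csn5 enzyme expressed in HEK293T cells; Input: 0.24 nM Csn5 enzyme, final concentration; Reagent: 10 nM SCFSkp2-Nedd8OG; Compound dosing: 12.5 µM single point; Times: reaction 90 min, room temperature; Technique: fluorescence polarization readout.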
MsrA inh: bovine MsrA enzyme inhibitors, primary screen, biochemical, absorbance, HTS; 360,000 tested, 0.75% active; Methionine sulfoxide reductase A (Bos taurus); inhibition, % at 15.5 µM; AID 651718, 2012; purified bovine MsrA, absorbance read-out; in the data active = inhibition above about 4.5%;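 also: 0% = vehicle wells with enzyme and 100% = reference inhibitor wells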
DNMT1 inh: human DNMT1 methyltransferase inhibitors, primary screen, biochemical, molecular beacon, fluorescence, HinP1I cleavage, uHTS; DNA (cytosine-5)-methyltransferase 1 (Homo sapiens), P26358; inhibition (reported as % activation of signal), % at 10 µM; 360,000 tested, 0.83% active; AID 588458, 2011; in the data active = inhibition above about 50%
Rpn11 inh: Rpn11 (PSMD14) deubiquitinase inhibitors, primary screen, biochemical, fluorescence polarization, uHTS | human 26S proteasome, Ub4-pepOG fluorescence polarization; 20S core pre-blocked with epoxomicin | calls only at 20 µM | 360,000 tested, 0.59% active | AID 588493, 2011;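 active = inhibition at 20 µM, scaled to each plate's controls, above about 33%, limit read from the data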
STEP block: STEP phosphatase inhibitors, primary screen, biochemical, fluorescence intensity, uHTS | recombinant STEP, OMFP fluorogenic substrate | inhibition, % at 20 µM | 360,000 tested, 0.25% active | AID 588621, 2011;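 active = inhibition at 20 µM, scaled per plate between control wells, above about 37%, limit read from the data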;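 also: 0% = DMSO with enzyme and substrate and 100% = substrate only without enzyme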
Target sequence (P54829 whole entry, looked up): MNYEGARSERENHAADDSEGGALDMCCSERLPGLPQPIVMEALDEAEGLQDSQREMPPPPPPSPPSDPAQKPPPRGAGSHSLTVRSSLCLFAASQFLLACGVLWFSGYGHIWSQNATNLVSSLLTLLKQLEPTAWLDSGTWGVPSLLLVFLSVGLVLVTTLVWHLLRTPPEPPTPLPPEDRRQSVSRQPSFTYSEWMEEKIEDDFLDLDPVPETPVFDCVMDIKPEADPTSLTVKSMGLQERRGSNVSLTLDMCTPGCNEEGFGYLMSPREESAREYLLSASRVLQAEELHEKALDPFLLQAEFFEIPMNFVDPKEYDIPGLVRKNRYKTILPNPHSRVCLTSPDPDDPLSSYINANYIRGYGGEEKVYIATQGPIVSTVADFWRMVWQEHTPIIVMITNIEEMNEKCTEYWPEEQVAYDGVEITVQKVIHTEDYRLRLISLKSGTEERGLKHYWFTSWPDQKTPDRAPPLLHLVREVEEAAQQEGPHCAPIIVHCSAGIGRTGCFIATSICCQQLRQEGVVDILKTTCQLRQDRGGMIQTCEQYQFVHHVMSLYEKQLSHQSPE
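Assay system: isolated STEP enzyme. Buffer or medium: pH 6.0 Bis-Tris with DTT and Tween 20. Also added: fluorogenic phosphatase substrate OMFP at 25 µM final. Dosing: 20 µM, 1% DMSO. Timing: 20 min reaction, room temperature, in the dark. Measured by: fluorescence intensity, excitation 480 nm, emission 540 nm. Evaluation: normalized % inhibition.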
NadD inh: inhibitors of S. aureus NadD, primary screen, biochemical, colorimetric, uHTS; Nicotinate-nucleotide adenylyltransferase NadD (Staphylococcus aureus N315); purified NadD enzyme, colorimetric absorbance read-out; inhibition, % at 20 µM; 360,000 tested, 0.78% active; AID 602399, 2012; in the data active = inhibition above about 26%; also: some compounds past the cut are filed as inactive
The depositor's hits bear a star; i = inactive; x = not tested or not shown.

SMILES	LMPTP block	Tb MetRS inh	SUMO1-SIM PPI	Scp1 inh	CSN inh	MsrA inh	DNMT1 inh	Rpn11 inh	STEP block	NadD inh
O=C(N/N=C/c1ccco1)C1COc2ccccc2O1 (configuration not stated)	1.6	0.1	-10	-2	-10	0.5	8	i	-1	-2
CC1CN(C(=O)C(C)Sc2nc3ccccc3s2)CC(C)O1 (configuration not stated)	-0.6	-1.3	-2	0	-4	0.7	1	i	0	0
CC(C)CC(COCc1ccc(Cl)cc1)N1CCN(C(=O)c2cccc(C(F)(F)F)c2)CCC1=O (configuration not stated)	2.0	-0.2	5	-11	0	-1.8	-7	i	3	-2
COc1cc2cnc(C3=CCCCC3)cc2cc1OC	0.5	-0.3	-4	-6	5	-0.2	0	i	1	-2
COc1ccc(Cl)cc1NC(=O)c1nnn(CC(=O)Nc2ccc3c(c2)OCO3)c1N	4.1	-0.4	4	2	0	0.1	4	i	2	15
CC(C)c1ccc(N(CC(=O)NCc2ccc(F)cc2)C(=O)c2csnn2)cc1	-0.2	-0.1	0	-7	12	1.3	6	i	1	-6
Cc1cc(=O)oc2cc(OCC(=O)Nc3ccc(CN4CCOCC4)cc3)ccc12	2.4	0.6	-2	-3	-1	0.8	0	i	-2	13
O=c1[nH]c(=S)[nH]c2c1C(c1cccc(C(F)(F)F)c1)OC(CCc1ccccc1)C2 (configuration not stated)	1.3	-0.2	4	x	-2	0.7	x	x	x	14
O=C(N/C=N/O)C(c1ccccc1)c1ncc(C(F)(F)F)cc1Cl (configuration not stated)	-0.4	-0.3	7	-6	-3	0.3	0	i	1	-2
CCCCCc1c(C)nc(Nc2ccc(F)cc2)[nH]c1=O	1.3	0.3	5	-2	-2	-1.0	-1	i	1	1
O=C(c1ccc([N+](=O)[O-])cc1)N1CCN(C(=O)c2cccs2)CC1	-1.0	-0.7	-17	-5	-8	-0.8	7	i	-2	-6
Nc1nonc1-n1nnc(C(=O)N/N=C/c2c(F)cccc2Cl)c1-c1ccc2c(c1)OCO2	4.9	0.1	-3	-9	4	0.4	4	i	1	23
COc1cccc(NC(=S)N(CCN(C)C)C(C)c2ccco2)c1 (configuration not stated)	-1.9	-0.7	2	-1	-12	-1.0	-2	i	-1	-8
CN(C)c1ccc(CNC(=O)C2CCN(S(=O)(=O)c3ccc4c(c3)CCC(=O)N4)CC2)cc1	1.8	-0.7	5	-12	-2	x	-11	i	3	5
CCOC(=O)C1=CCN(S(=O)(=O)c2ccc(F)cc2)C1c1ccc(F)cc1 (configuration not stated)	0.1	0.5	5	x	3	-0.8	x	x	x	x
O=C(CCS(=O)(=O)c1ccc(Br)cc1)NCc1ccco1	2.2	-0.3	26	75*	1	0.2	57*	i	35	-1
Cc1ccc(S(=O)(=O)N2CCN(C(=O)CSc3n[nH]c(N)n3)CC2)c(C)c1	-1.6	-0.3	4	-2	0	0.8	1	i	0	-1
CC(C)N(C(=O)[C@H]1C[C@H](CC(=O)NCCCn2ccnc2)C(=O)N2CCc3c([nH]c4cc(CCC(=O)N(C)C)ccc34)[C@]12C)C(C)C	-11	-0.1	0	4	-5	0.7	5	i	-4	13
CCOc1ccc(S(=O)(=O)N(CC)CC)cc1NC(=O)CSCc1c(C)noc1C	-4.8	-0.4	-4	-3	3	2.6	0	i	-3	-5
C/C(CC(=O)Nc1ccc(Br)cc1)=N\NC(=O)c1cccc(O)c1	0.6	0.1	-1	-4	-2	1.7	0	i	-2	0
O=C(Nc1cccc(/C=C/c2nc3ccccc3c(=O)[nH]2)c1)c1ccccc1Cl	1.7	-0.3	-5	2	-2	0.6	12	i	1	12
O=C(NCCCn1ccnc1)c1cccc(S(=O)(=O)NCc2ccccc2)c1	-1.2	-0.7	-2	-3	3	0.6	0	i	-3	0
Cc1nc(N)sc1-c1csc(Nc2ccccc2)n1	-1.5	-0.9	13	0	5	0.7	-29	i	-2	1
CCOC(=O)c1sc(NNC(=O)c2ccc(C)cc2)nc1C	-1.5	-0.3	-2	-7	32	0.1	4	i	3	-8
CC(=O)C(Sc1nc(N2CCOCC2)nc(N2CCOCC2)n1)C(=O)Nc1ccccc1 (configuration not stated)	0.1	-0.6	0	-5	3	-0.6	0	i	2	7

Quoted from above for reference:
SMILES	LMPTP block	Tb MetRS inh	SUMO1-SIM PPI	Scp1 inh	CSN inh	MsrA inh	DNMT1 inh	Rpn11 inh	STEP block	NadD inh
CC(C)N(C(=O)[C@H]1C[C@H](CC(=O)NCCCn2ccnc2)C(=O)N2CCc3c([nH]c4cc(CCC(=O)N(C)C)ccc34)[C@]12C)C(C)C	-11	-0.1	0	4	-5	0.7	5	i	-4	13
CCOc1ccc(S(=O)(=O)N(CC)CC)cc1NC(=O)CSCc1c(C)noc1C	-4.8	-0.4	-4	-3	3	2.6	0	i	-3	-5

Following part
SMILES	LMPTP block	Tb MetRS inh	SUMO1-SIM PPI	Scp1 inh	CSN inh	MsrA inh	DNMT1 inh	Rpn11 inh	STEP block	NadD inh
CCCCC(CCC(=O)Nc1ccc(C(=O)OCC)cc1)C(=O)O (configuration not stated)	-1.1	0.6	3	8	1	-0.2	0	i	-2	-4
Fc1ccc2nc(Nc3nc4c(F)cccc4s3)sc2c1	1.6	0.1	4	4	-2	1.1	-3	i	4	8
COc1cccc(NC(=O)CSc2nc3c(c(-c4ccco4)c2C#N)CCCC3)c1	-1.7	-0.4	-5	-6	2	0.6	24	i	1	10
C/C(=N\NC(=O)c1ccc(CSc2nc(C)cc(C)n2)cc1)c1ccco1	-1.8	-0.4	0	-2	3	-0.7	-2	i	-5	-4
CSc1ccccc1NC(=O)COC(=O)c1ccc(-n2nc(C)cc2C)cc1	0.5	-0.4	2	-3	2	1.1	1	i	1	-3
Cc1ccc(C2=NN=C(NC(=O)CSc3nnc4c5ccccc5n(C)c4n3)SC2)cc1	1.1	0.0	20	3	-8	x	-18	i	4	82*
Cn1c(NC(=O)C2c3ccccc3Oc3ccccc32)cc(=O)n(C)c1=O	1.0	-0.4	3	-3	0	1.0	-2	i	-3	-7
Cc1cc(=O)n(C)c(=O)n1CCCCOc1ccc([N+](=O)[O-])cc1	-0.8	1.1	-11	-5	-1	1.5	2	i	-2	7
CCOc1ccc(N2CC(C(=O)NCCCN3CCOCC3)CC2=O)cc1 (configuration not stated)	-2.1	0.3	0	0	2	0.2	1	i	-2	-6
O=C(OCC(=O)N1CCN(c2ccccc2)CC1)c1ccc[n+]([O-])c1	1.1	-0.4	-2	-9	-5	1.0	-1	i	-5	0
CN(C(=O)c1ccc(NC(=O)Cc2ccc(NC(=O)C3CCN(C(=O)CCc4ccccc4)CC3)cc2)cc1)C1CC1	-1.8	-0.3	4	-8	-4	0.6	-7	i	-2	7
CCC(=O)Nc1ccc(C(=O)Nc2cccc(OC)c2)cc1	-0.8	-1.0	-1	-7	-2	1.4	2	i	5	-5
Cc1cc(N=Nc2ccccc2)c(NCC(O)C(O)C(O)CO)cc1C (configuration not stated)	5.5	-0.9	-49	-10	8	3.0	-11	i	1	-3
Cc1ccc2c(c1)C(=C(C#N)C#N)C(=O)N2CCN1CCCCC1	5.2	-0.5	-20	-4	5	-1.0	-20	i	0	-2
Cc1cc(C)nc(N2CCCC(C(=O)NNC(=O)c3ccncc3)C2)n1 (configuration not stated)	-1.7	-0.3	-4	-10	1	-0.4	0	i	2	-5
Cc1cc(NC(=O)c2c(F)c(F)c(F)c(F)c2F)no1	-1.3	0.1	4	2	-4	1.5	1	i	1	-11
CCCCNC(=O)COC(=O)c1cc(C)nc2ccccc12	-1.0	-0.2	-7	-4	-6	0.7	1	i	-1	0

Record cards, from the list above.
`Cn1c(NC(=O)C2c3ccccc3Oc3ccccc32)cc(=O)n(C)c1=O` in the list: LMPTP block = 1.0; Tb MetRS inh = -0.4; SUMO1-SIM PPI = 3; Scp1 inh = -3; CSN inh = 0; MsrA inh = 1.0; DNMT1 inh = -2; Rpn11 inh = i; STEP block = -3; NadD inh = -7
`O=C(OCC(=O)N1CCN(c2ccccc2)CC1)c1ccc[n+]([O-])c1` in the list: LMPTP block = 1.1; Tb MetRS inh = -0.4; SUMO1-SIM PPI = -2; Scp1 inh = -9; CSN inh = -5; MsrA inh = 1.0; DNMT1 inh = -1; Rpn11 inh = i; STEP block = -5; NadD inh = 0

3 structures from above, ordered by formula weight, ascending:
SMILES	LMPTP block	Tb MetRS inh	SUMO1-SIM PPI	Scp1 inh	CSN inh	MsrA inh	DNMT1 inh	Rpn11 inh	STEP block	NadD inh
CCCCNC(=O)COC(=O)c1cc(C)nc2ccccc12	-1.0	-0.2	-7	-4	-6	0.7	1	i	-1	0
O=C(OCC(=O)N1CCN(c2ccccc2)CC1)c1ccc[n+]([O-])c1	1.1	-0.4	-2	-9	-5	1.0	-1	i	-5	0
COc1cccc(NC(=O)CSc2nc3c(c(-c4ccco4)c2C#N)CCCC3)c1	-1.7	-0.4	-5	-6	2	0.6	24	i	1	10

With a hit mark in DNMT1 inh, among the entries above:
SMILES,LMPTP block,Tb MetRS inh,SUMO1-SIM PPI,Scp1 inh,CSN inh,MsrA inh,DNMT1 inh,Rpn11 inh,NadD inh
O=C(CCS(=O)(=O)c1ccc(Br)cc1)NCc1ccco1,2.2,-0.3,26,75*,1,0.2,57*,i,-1
